Calpain2 inh = blocks pig calpain II enzyme activity; AID 1236; inhibition, % at 16 µM; 220,000 compounds, 0.37% hits; purified calpain II, fluorogenic peptide substrate, 30 min;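 active = inhibition above about 50%, limit read from the data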
EP2 mod = modulates human prostaglandin E2 receptor EP2 signaling; induction, % at 25 µM; 260,000 compounds, 0.83% hits; EP2-expressing cells, cAMP HTRF FRET, PGE2 co-stimulation;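 active = compounds whose cAMP rise, as percent of the full-agonist control response, exceeds 60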;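 note: rat C6 glioma line stably carrying human EP2 under a CMV promoter; the protocol text gives 20 µM as final concentration; 100% = response of wells given 1 µM PGE2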
Target sequence (P43116 whole entry, looked up): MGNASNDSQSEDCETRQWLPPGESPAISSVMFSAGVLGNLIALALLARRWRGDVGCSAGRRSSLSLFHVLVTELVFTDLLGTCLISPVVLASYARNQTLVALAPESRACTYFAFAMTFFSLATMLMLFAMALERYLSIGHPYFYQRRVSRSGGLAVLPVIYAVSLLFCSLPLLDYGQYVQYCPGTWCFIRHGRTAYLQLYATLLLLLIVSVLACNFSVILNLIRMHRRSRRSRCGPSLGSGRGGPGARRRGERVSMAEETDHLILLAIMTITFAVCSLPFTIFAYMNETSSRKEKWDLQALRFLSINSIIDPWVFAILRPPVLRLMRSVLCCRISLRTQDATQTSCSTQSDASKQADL
Ba/F3 V617F tox = loss of viability in JAK2V617F-driven Ba/F3 cells | AID 1446 | 220,000 compounds, 1.1% hits | Ba/F3 EpoR-JAK2V617F viability, ATP luminescence | inhibition, % at 5.6 µM;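 active = inhibition above the campaign mean plus 3 SD over all tested compounds, cut at about 24% in these data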;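 note: cytokine-independent growth of Ba/F3 cells driven by EpoR plus mutant JAK2; 0% = DMSO-treated cells and 100% = JAK inhibitor I control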
PERK inhibitor = blocks human PERK kinase; 220,000 compounds, 0.17% hits; CHO PERK-DD fusion, SEAP luminescence translation reporter; AID 1416; inhibition, % at 5.6 µM; Q9NZJ5;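 active = inhibition above the mean inhibition of all tested compounds plus 3 SD, set separately per screening campaign, cut at about 2.9% in these data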;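 note: PERK kinase domain activated by AP20187 dimerizer at 100 nM; 0% = DMSO with dimerizer and 100% = rapamycin at 8.4 µM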
S1P4 agonist = activates the human S1P4 receptor | 220,000 compounds, 0.35% hits | S1P4-expressing cell line, agonist reporter assay | activation, % at 4.98 µM | O95977 | AID 1509; in the data active = activation above about 11%;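 note: 0% = DMSO vehicle and 100% = reference agonist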
S1P4 antag = antagonists of human S1P4 receptor | O95977 | S1P4-expressing cells, antagonist mode, reporter read-out | inhibition, % at 4.98 µM | 220,000 compounds, 0.26% hits; in the data active = inhibition above about 29%;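 note: 0% = wells stimulated with agonist and 100% = vehicle wells without agonist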
TRPN1 ag = agonists of zebrafish TRPN1 channel | HEK293 zebrafish TRPN1-YFP, Fluo-8 calcium fluorescence; 100% = response to 87 µM carbachol | 220,000 compounds, 0.18% hits | activation, % at 3 µM | AID 1424;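 active = activation above its plate's cutoff, the mean activation of test wells on that plate plus 3 SD, cut at about 19% in these data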;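 note: 0% = DMSO alone and 100% = 87 µM carbachol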
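System: zebrafish TRPN1-YFP in HEK293 cells / Dosing: 3 µM single point / Timing: dye loading 1 h at 37 °C, then 30 min room temperature / Signal: Fluo-8 calcium fluorescence, excitation 470-495 nm, emission 515-575 nm / Read-out basis: percent activation from peak over basal fluorescence ratio, control-normalized / Control set: high carbachol 87 µM, low DMSO alone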
BaF3 parental = reduces parental Ba/F3 cell viability, JAK2V617F counter-screen | CellTiter-Glo ATP luminescence | inhibition, % at 5.6 µM | 220,000 compounds, 1.1% hits | AID 1486;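 active = inhibition above a per-campaign cutoff, the mean inhibition of all tested compounds plus 3 SD, cut at about 27% in these data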;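 note: 0% = DMSO wells and 100% = JAK Inhibitor I control wells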
TRPML3 ag = human mucolipin-3 channel agonism | Q8TDD5 | HEK293 TRPML3-YFP, Fluo-8 calcium fluorescence; 100% = the carbachol control signal | activation, % at 3 µM | 220,000 compounds, 0.29% hits | AID 1448;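 active = activation above its plate's cutoff, the mean activation of the plate's test wells plus 3 SD, cut at about 12% in these data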;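 note: 0% = DMSO only wells and 100% = carbachol wells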
Target sequence (Q8TDD5 whole entry, looked up): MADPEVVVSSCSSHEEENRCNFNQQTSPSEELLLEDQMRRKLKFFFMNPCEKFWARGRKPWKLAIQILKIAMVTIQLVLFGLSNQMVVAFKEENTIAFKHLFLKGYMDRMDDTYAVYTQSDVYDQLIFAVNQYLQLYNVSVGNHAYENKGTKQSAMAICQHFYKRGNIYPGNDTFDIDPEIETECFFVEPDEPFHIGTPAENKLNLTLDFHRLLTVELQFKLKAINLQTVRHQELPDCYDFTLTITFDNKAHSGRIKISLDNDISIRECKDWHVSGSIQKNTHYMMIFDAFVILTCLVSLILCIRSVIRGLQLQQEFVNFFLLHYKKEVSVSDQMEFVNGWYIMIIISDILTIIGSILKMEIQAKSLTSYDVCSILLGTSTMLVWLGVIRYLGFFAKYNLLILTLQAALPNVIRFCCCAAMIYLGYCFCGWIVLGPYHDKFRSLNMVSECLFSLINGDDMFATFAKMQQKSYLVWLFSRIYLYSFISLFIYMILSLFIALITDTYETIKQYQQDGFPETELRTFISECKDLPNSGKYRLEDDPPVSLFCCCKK
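Material: TRPML3-YFP stable HEK293 cells | Dosing: One concentration, 3 µM nominal, 0.3% DMSO | Timing: 125 s total fluorescence read per well | Technique: Fluo-8 calcium dye fluorescence, ex 470-495, em 515-575 nm | Measure: Percent activation from peak-to-basal fluorescence ratio, scaled between DMSO and carbachol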
An asterisk follows results filed as active; & = joins results of further samples.

entry	SMILES	TRPN1 ag	BaF3 parental	TRPML3 ag	PERK inhibitor	Calpain2 inh	Ba/F3 V617F tox	S1P4 antag	S1P4 agonist	EP2 mod
1	Cc1ccc(N2C(=O)N(CC(=O)NC(c3ccccc3)c3ccccc3)C(=O)C2C)cc1 (configuration not stated)	0.4	3.8	8.0	-0.9	3.3	-1.7	12.6	2.8	18.4
2	CCOc1ccc(CCNC(=O)c2cccc(N3CCCC3=O)c2)cc1OCC	-0.6	3.2	0.5	-1.4	0.1	-1.4	-9.6	1.8	40.7
3	COc1cccc(OCc2nnc(-c3cccs3)o2)c1	0.0	5.4	0.1	-0.1	21.3	0.1	-24.8	-1.9	-34.0
4	Cc1ccc(-n2ncc3c(=O)n(CC#N)cnc32)cc1	0.5	7.3	0.4	1.2	-50.8	2.3	2.9	-0.3	-11.9
5	COC(C(=O)Nc1c(F)cccc1F)c1ccccc1 (configuration not stated)	-0.1	3.2	0.4	-0.5	14.6	0.8	-25.8	2.7	-15.0
6	CN(C)C(=S)Nc1ccc([N+](=O)[O-])cc1	1.0	7.1	0.7	0.8	-5.8	-0.2	0.4	-0.3	-7.9
7	O=C(CC12CC3CC(CC(C3)C1)C2)Nc1cccc2ncccc12	-0.1	1.8	0.4	-0.4	-61.2	0.2	-1.3	-3.6	-13.9
8	COc1ccc(-n2nnnc2SCC(=O)Nc2cc(OC)c([N+](=O)[O-])cc2C)cc1	-0.1	2.5	1.0	0.8	-36.3	-1.1	-13.8	1.7	-3.1
9	Cn1c(=O)c2c(nc(SCC(=O)N3CCCCCC3)n2C)n(C)c1=O	0.4	5.9	0.5	-0.8	11.9	-0.9	-6.0	0.8	-5.4&17.2
10	CC(C)(Oc1ccc(Cl)cc1)C(=O)Nc1cccnc1	0.1	4.4	0.2	1.0	2.5	-0.9	7.9	1.6	-16.9
11	CSc1cc(C)n(-c2ccc(Cl)cc2)c(=S)c1C(C)=O	0.3	3.4	0.5	0.4	11.0	0.1	-11.0	-1.5	1.2
12	COCc1nnc(NC(C)=O)s1	0.8	5.0	0.5	1.2	3.2	2.6	-19.0	2.1	11.5
13	O=c1c2ccccc2nc(/C=C/c2ccccc2)n1CCc1ccccc1	-0.8	2.0	0.2	0.8	15.9	-1.8	-14.0	0.2	80.1*
14	COC(=O)c1ccc(CSc2nc3c(c(=O)n2-c2ccccc2)SCC3)o1	-1.6	1.6	-0.8	-1.4	22.5	-2.3	-2.9	1.0	3.8
15	Cc1ccccc1Nc1nnc(SCC(=O)c2c(N)n(C)c(=O)n(C)c2=O)s1	0.9	4.6	0.5	0.3	-29.9	1.0	-7.9	0.2	-46.2
16	CCc1ccc(NC(=S)Nc2ccc(S(=O)(=O)Nc3ncccn3)cc2)cc1	0.1	8.3	0.0	0.9	-25.3	4.6	1.5	-0.5	2.2
17	CCOc1ccccc1CN1CCN(Cc2ccc(C)o2)C(CCO)C1 (configuration not stated)	-1.2	79.6*	0.4	-0.1	2.4	0.6	9.4	0.1	-8.6
18	CCOC(=O)c1c(NC(=O)CSc2ncnc3ccccc23)sc(C(C)=O)c1C	1.6	7.2	0.8	-0.1	-7.7	-1.0	-7.5	0.1	24.0
19	N/C(=N\OC(=O)COc1ccc(Cl)cc1Cl)c1ccncc1	-1.0	4.7	0.0	-0.9	21.8	2.8	-15.4	0.4	-11.4
20	Cc1cc(N2CCN(c3ccccc3)CC2)n2cc(-c3ccccc3)nc2n1	-0.2	3.0	0.4	0.2	-91.0	-0.5	-13.9	1.2	-13.7
21	CCOc1ccccc1N1CCN(C(=O)CC(C)C)CC1	-0.5	11.6	0.7	-0.8	15.8	5.3	-21.6	-1.6	-18.7
22	Cc1cccc(N2CCN(C(=O)c3ccccc3NC(=O)C3CCCCC3C(=O)O)CC2)c1 (configuration not stated)	0.6	2.5	0.3	0.8	-2.2	-1.9	-7.7	1.7	9.8
23	CN(Cc1ccccc1)S(=O)(=O)c1ccc(NC(=S)NC(=O)C2CCCC2)cc1	0.7	10.9	0.0	-0.2	-0.4	15.5	-4.9	-0.8	-54.9
24	Cc1cc(-c2c(C)[nH]n(-c3ccc(Cl)cc3)c2=O)n(-c2ccccc2)n1	-0.2	7.0	0.4	1.1	-15.2	2.4	-4.7	0.6	18.6
25	CN(C)c1oc(-c2ccc(OCc3ccccc3)cc2)nc1C#N	-1.1	3.8	0.2	-0.7	-94.5	1.9	-9.3	0.8	-32.5
26	COc1cc(CCN2C(=O)c3cccc4cccc(c34)C2=O)c(S(=O)(=O)NCCCO)cc1OC	2.5	5.2	0.8	-0.3	-37.0	-1.9	-10.5	0.4	-19.4
27	CCN(CC)c1ccc(C=C(c2nnnn2-c2ccccc2)c2nnnn2-c2ccccc2)cc1	0.8	7.5	1.5	-0.9	10.9	0.2	8.7	0.2	-7.4
28	Cc1ccc(S(=O)(=O)N2CCN(C(=O)CC3CCCC3)CC2)cc1	-0.4	0.1	-0.3	-0.9	-24.6	-3.9	-10.0	-1.3	-3.5
29	COc1ccc(CCNC(=O)CN(c2ccccc2)S(C)(=O)=O)cc1OC	0.9	8.0	0.2	-1.1	-9.1	6.0	6.6	1.3	15.7
30	COc1ccc(OC)c(NC(=O)C2CCCN2C(=O)C2CCC(C)CC2)c1 (configuration not stated)	-1.5	-0.2	0.0	-0.8	-5.0	-3.6	-10.1	3.5	-1.9
31	CC(C)C(C)(C#N)NC(=O)CSc1nc2scc(-c3ccccc3)c2c(=O)[nH]1 (configuration not stated)	-1.3	2.0	-0.2	0.5	-22.6	-1.3	1.5	2.0	-12.5
32	COc1cc(OC)c(-n2c(C)cc(C=O)c2C)cc1Cl	-1.1	6.5	-0.3	-0.2	-27.6	-2.2	-2.4	-4.1	27.4
33	CCOc1ccccc1NC(=O)CN(c1ccc(OC)cc1OC)S(=O)(=O)c1ccccc1[N+](=O)[O-]	1.1	12.0	0.8	-0.8	-34.9	0.6	-1.4	2.0	-16.1
34	O=C(CN1C(=O)C(=O)N(C2CCCC2)C1=O)Nc1ccc(N2CCOCC2)cc1	0.4	5.5	0.6	0.1	-22.2	-1.4	-4.8	1.0	14.9
35	C1CC2CN(c3nc4nonc4nc3N3CCSCC3)CCN2C1 (configuration not stated)	-0.8	3.2	0.3	0.1	23.9	-2.6	4.6	-3.9	-1.7
36	COc1cc2c(cc1OC)C(C)N(S(=O)(=O)c1cn(C)cn1)CC2 (configuration not stated)	0.7	-2.4	0.2	-0.3	11.1	-2.5	-14.2	0.1	-1.3
37	COc1ccccc1-n1c(SCC(N)=O)nnc1-c1ccc(S(=O)(=O)N2CCCCC2)cc1	16.9	3.5	4.5	0.1	-23.2	-2.5	-7.8	22.9*	-22.5&-36.8
38	CN1Cc2cc(C(=O)c3ccccc3O)cnc2NC1=O	-0.8	-0.6	-0.1	-0.7	-29.0	-2.8	4.0	-0.1	-18.5
39	COc1ccc(/C=N/NC(=O)c2ccc(CN3C(=O)c4cccc5cccc3c45)cc2)cc1O	0.4	5.7	-0.1	0.7	-23.8	5.1	12.1	0.1	-41.7
40	CC1CCC(C(C)C)C(OC(=O)Cn2c(-c3ccc(F)cc3)[n+](C)c3ccccc32)C1 (configuration not stated)	-3.3	82.1*	-1.1	-0.2	-13.8	98.2*	-4.5	3.2	-0.5
41	Cc1ccc2c(c1)nnn2C1CCN(C(=O)NCc2ccccc2)CC1	0.4	5.6	0.4	0.0	11.2	3.7	14.6	-3.6	13.9
42	Cc1ccc(S(=O)(=O)N2CCN(C(=O)c3ccccn3)CC2)cc1	0.0	10.2	1.4	0.5	-13.7	5.7	-7.3	0.7	-10.4
43	C=CCSC1=N/C(=C\c2ccc3c(c2)OCO3)C(=O)S1	0.9	-1.4	0.0	1.4	41.5	-0.3	-20.1	1.4	6.0
44	CCOC(=O)c1oc2ccccc2c1NC(=O)COc1ccc(F)cc1	-0.1	1.9	0.0	0.4	-38.9	-5.4	-12.6	-1.4	35.8
45	COC1=C(c2ccccc2)C(=O)c2ccccc2C1=O	0.9	7.6	0.4	0.7	15.7	0.9	-32.3	0.8	-70.4
46	CCc1nc2scc(-c3ccc(C)cc3)c2c(=O)n1N	-1.6	9.7	-1.1	-0.1	36.2	3.9	9.9	-0.4	10.7
47	N=C1/C(=C/c2cccn2-c2ccc([N+](=O)[O-])cc2)C(=O)N=C2SC=CN12	1.2	9.7	1.0	-0.2	-9.0	0.1	-6.6	3.2	0.2
48	Cc1nnc(SC(C)C(=O)Nc2ccc(S(=O)(=O)N3CCCCCC3)cc2)s1 (configuration not stated)	6.7	-1.0	2.1	-1.9	15.6	-5.9	-3.9	-0.8	-7.6
49	Cc1ccc(OCC(=O)NC(=S)Nc2cccc(NC(=O)c3ccccc3)c2)cc1	0.7	-2.1	-0.3	0.1	-5.5	-3.0	-4.4	0.8	-20.8
50	COC(=O)NNC1=CC(=O)CC(C)(C)C1	2.1	0.1	-0.2	0.2	-0.1	2.0	3.9	-0.2	-8.1
51	CC(C)c1ccc(C(=O)N/N=C/c2cccc(Cl)c2Cl)cc1	-0.7	2.6	0.0	0.2	26.8	3.2	10.5	0.4	-39.3
52	Cc1cc(Nc2cccc(Cl)c2C)n2ncnc2n1	-1.3	7.1	1.1	0.2	7.4	-1.8	6.4	7.5	25.6
53	CC1(C(=O)O)CCC(C(=O)NCCc2ccccc2)C1(C)C (configuration not stated)	-0.1	0.7	0.1	1.2	9.6	-3.0	-1.1	0.4	-1.3
